GC-A act: GC-A stimulated cGMP production enhancers – HEK293 GC-A cells, cGMP TR-FRET, EC30 ANP, primary screen; Atrial natriuretic peptide receptor 1 (Homo sapiens), P16066; 0% at EC30 ANP, 100% saturating ANP; activation, % at 10 µM; 370,000 tested, 0.14% active; in the data active = activation above about 40%
hcDAF-12 act: H. contortus DAF-12 nuclear receptor activators, primary screen, cell-based, luminescence, HEK293, lit1-tk-luc reporter; activation, % at 6.8 µM; HEK293 hcDAF-12 lit1-tk-luc reporter; 0% DMSO, 100% Δ7-dafachronic acid; 370,000 tested, 1.4% active; AID 652067, 2013;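 active = activation above the mean of all tested compounds plus 3 SD, cut at about 5.5% in these data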;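 also: 100% = response to 3 µM Δ7-dafachronic acid high control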
DAX1 inh-1: DAX1 (NR0B1) inhibitors, primary screen, cell-based, HEK293, Gal4-DAX1, luciferase luminescence; Nuclear receptor subfamily 0 group B member 1 (Homo sapiens), P51843; AID 504766, 2011; 340,000 tested, 0.99% active; inhibition, % at 6.75 µM; HEK293 Gal4-DAX1 luciferase reporter;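 active = inhibition above the mean over all tested compounds plus 3 SD, cut at about 4.2% in these data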;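 also: 0% = DAX1-transfected cells with DMSO and 100% = empty-vector control cells with DMSO; inhibition shows as a rise in luminescence from relieved DAX1 repression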
Target sequence (P51843 207-470 limits assumed): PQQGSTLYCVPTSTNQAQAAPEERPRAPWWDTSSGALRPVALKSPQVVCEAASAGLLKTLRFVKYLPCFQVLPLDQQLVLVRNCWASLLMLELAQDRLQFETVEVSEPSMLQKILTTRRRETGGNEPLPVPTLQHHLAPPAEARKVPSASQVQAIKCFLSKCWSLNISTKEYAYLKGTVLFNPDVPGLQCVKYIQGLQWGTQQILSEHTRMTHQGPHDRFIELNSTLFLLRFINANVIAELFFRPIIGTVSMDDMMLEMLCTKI
ssDAF-12 act: S. stercoralis DAF-12 nuclear receptor activators, primary screen, cell-based, luminescence, HEK293, GRIP1 co-expression, lit1-tk-luc; HEK293 ssDAF-12/GRIP1 lit1-tk-luc reporter; % of 3 µM dafachronic acid response; Nuclear hormone receptor DAF-12 (Strongyloides stercoralis); activation, % at 6.8 µM; AID 652126, 2013; 370,000 tested, 1% active;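 active = activation above the mean over all tested compounds plus 3 SD, cut at about 0.9% in these data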;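 also: 0% = DMSO-only wells and 100% = 3 µM delta7-dafachronic acid wells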
SMARCA2 act: SMARCA2 (BRM) function activators, primary screen, cell-based, luminescence, high throughput; MG213 cells, MMTV-luciferase reporter, dexamethasone, overnight; activation, % at 9.1 µM; 370,000 tested, 1% active; AID 652017, 2013; in the data active = activation above about 7.8%;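 also: 0% = vehicle wells and 100% = reference activator wells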
FXN GAA850 act: FXN promoter activators, primary screen, cell-based, luciferase luminescence, HEK293 lucGAA850. HEK293 lucGAA850 FXN promoter luciferase reporter, 24 h; percent of 10 µM SAHA response. activation, % at 6 µM. 360,000 tested, 0.56% active. AID 540364, 2011;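 active = activation above the average of all compounds screened plus 3 SD, cutoff fixed separately per campaign, cut at about 7.5% in these data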;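 also: 0% = DMSO wells and 100% = 10 µM SAHA wells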
ADAM10 inh: human ADAM10 inhibitors, primary screen, biochemical, QFRET, HTS. Disintegrin and metalloproteinase domain-containing protein 10 (Homo sapiens), O14672. recombinant ADAM10, EDANS/DABCYL FRET peptide cleavage, 3 h. inhibition, % at 7 µM. 370,000 tested, 0.62% active. AID 720582, 2013;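 active = inhibition above a per-campaign cutoff equal to the mean of compounds falling between control-based bounds plus 3 SD, cut at about 20% in these data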;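 also: 0% = DMSO wells while the 100% control is not disclosed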
Target sequence (O14672 214-748 limits assumed): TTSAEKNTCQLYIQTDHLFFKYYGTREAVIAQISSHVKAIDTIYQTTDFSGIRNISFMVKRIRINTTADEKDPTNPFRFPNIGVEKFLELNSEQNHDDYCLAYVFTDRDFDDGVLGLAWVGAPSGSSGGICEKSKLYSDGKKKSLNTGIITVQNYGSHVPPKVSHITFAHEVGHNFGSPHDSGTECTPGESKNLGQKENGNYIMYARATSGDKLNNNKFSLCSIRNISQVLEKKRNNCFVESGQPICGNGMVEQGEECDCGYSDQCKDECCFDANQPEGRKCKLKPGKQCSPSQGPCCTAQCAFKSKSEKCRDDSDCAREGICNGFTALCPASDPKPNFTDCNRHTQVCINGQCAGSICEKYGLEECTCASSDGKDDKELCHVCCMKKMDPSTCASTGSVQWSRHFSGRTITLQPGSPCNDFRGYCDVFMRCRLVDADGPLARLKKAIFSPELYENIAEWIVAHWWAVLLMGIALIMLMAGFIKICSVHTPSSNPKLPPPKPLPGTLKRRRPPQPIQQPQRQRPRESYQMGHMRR
HGIII-sPLA2 inh: human group III sPLA2 inhibitors, primary screen, biochemical, QFRET, BODIPY PC-A2 liposome substrate; QFRET BODIPY PC-A2 liposome hydrolysis, fluorescence; inhibition, % at 12.2 µM; Group 3 secretory phospholipase A2 (Homo sapiens), Q9NZ20; 370,000 tested, 0.56% active;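 active = inhibition above mean plus 3 SD of compounds lying within the high and low control bounds, cut at about 19% in these data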;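 also: 0% = median of test compound wells and 100% = no enzyme DMSO wells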
GC-B act: human GC-B receptor activators, primary screen, HEK293 GC-B cells, cGMP TR-FRET, EC30 CNP. Atrial natriuretic peptide receptor 2 (Homo sapiens), P20594. activation, % at 10 µM. 0% at EC30 CNP, 100% saturating CNP. 370,000 tested, 0.11% active;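 active = activation at 10 µM reaching about 35% in either raw or pattern-adjusted values, limit read from the data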
DAX1 inh-2: DAX1 (NR0B1) inhibitors on StAR promoter, primary screen, cell-based, luminescence, SF-1 (NR5A1), full-length DAX-1; HEK293T StAR-luciferase reporter, SF-1/DAX-1 repression relief; inhibition, % at 6.8 µM; 370,000 tested, 1.1% active; AID 652010, 2013;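 active = inhibition above the mean over all tested compounds plus 3 SD, cut at about 3.6% in these data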;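 also: 0% = DAX-1 cells with DMSO and 100% = cells lacking DAX-1 with DMSO; higher inhibition means more luminescence from relief of DAX-1 repression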
hgDAF12 agonist: H. glycines DAF-12 receptor agonists, primary screen, cell-based, luminescence, HEK293, GAL4 fusion, UAS-luciferase | activation, % at 6.8 µM | Nuclear hormone receptor DAF-12 (Heterodera glycines), GAL4 fusion | 370,000 tested, 1.8% active | HEK293 GAL4-hgDAF12 UAS-luciferase reporter, agonist luminescence; normalized to butyrate control;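 active = activation above a cutoff set at the mean of all screened compounds plus 3 SD, cut at about 10% in these data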;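 also: 0% = DMSO wells and 100% = sodium butyrate wells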
The depositor's hits bear a star; i = inactive; / = no result given. Compounds were not picked by outcome; 6.6% or so of the library scored in one or more.

SMILES	GC-A act	hcDAF-12 act	DAX1 inh-1	ssDAF-12 act	SMARCA2 act	FXN GAA850 act	ADAM10 inh	HGIII-sPLA2 inh	GC-B act	DAX1 inh-2	hgDAF12 agonist
CCN(C(=O)CSc1ccc(S(=O)(=O)N2CCOCC2)cn1)c1ccccc1	0	-1.6	-1.2	-1.2	-3	0.2	-11	4	2	-0.3	-1.5
COc1cccc(CN2CC(C(=O)NCCc3ccccc3C(F)(F)F)CCC2=O)c1 (centres undefined)	-2	-1.3	0.9	-1.1	-1	-0.4	-3	-6	-2	0.3	0.6
CC(=O)Nc1ccc(NC(=O)c2cccc(Oc3ccccc3)c2)cc1	2	-1.0	-0.5	-1.1	-2	-0.3	4	-7	3	-0.4	-0.7
COc1cccc(NC2C=CS(=O)(=O)C2)c1 (centres undefined)	2	0.2	-0.8	-0.9	-2	1.5	-10	8	0	-0.8	-2.2
Cc1ccc(-c2c(C(=O)N/N=C/c3ccc4c(c3)OCO4)nnn2-c2nonc2N)cc1	0	-2.0	-1.9	-1.5	-4	-1.6	-3	-20	-6	-0.6	0.0
COc1ccc(CNC(=O)Cn2cc(C(F)(F)F)ccc2=O)cc1	2	0.2	0.0	-1.1	-2	0.3	3	4	2	0.6	1.9
Cc1ccc(NC(=O)CCCCCN2C(=O)[C@@H]3Cc4ccccc4CN3C2=O)c(Cl)c1	-3	-2.3	0.5	-1.4	-3	2.7	9	-10	1	0.0	-1.3
O=C(NCc1c(F)cccc1F)C1C2C=CC3(CN(Cc4ccccc4)C(=O)C13)O2 (centres undefined)	4	2.0	/	-1.6	-5	/	-2	2	5	0.5	-0.5
Cc1cccc2cc(CN(Cc3ccco3)C(c3nnnn3CCc3ccccc3)C(C)C)c(=O)[nH]c12 (centres undefined)	-10	-1.4	-1.1	-1.4	-3	-0.2	3	-21	-6	-0.7	-3.7
CCN(CC)S(=O)(=O)c1ccc(OC)c(N)c1	-1	1.1	1.5	-0.6	1	3.5	-2	7	2	0.8	2.1
Cc1nc2sccn2c(=O)c1CCN1CCC(=C(c2ccc(F)cc2)c2ccc(F)cc2)CC1	-11	-2.2	-1.2	-1.8	-1	-5.0	-11	-13	-13	-1.5	-0.8
Cc1cc(C(=O)N/N=C/c2cn(C)nc2C)c2ccccc2n1	2	0.8	-0.6	-0.3	-3	-1.1	-4	-1	2	-0.6	0.9
O=C(Cn1cnc([N+](=O)[O-])c1)c1ccc(F)cc1	3	-1.2	1.0	-1.3	0	-0.3	6	-34	1	-0.5	1.0
O=C(Cn1ncn2c(cc3ccccc32)c1=O)NCc1ccco1	0	3.3	1.0	0.1	0	-0.1	-14	-3	-1	-0.8	2.9
Cc1cc(C)n(-c2nc3nonc3nc2Nc2cccc(C)c2C)n1	-12	-0.4	0.5	-1.3	-2	0.6	15	3	-2	-0.3	0.3
Cc1ccccc1-c1csc(C(O)c2cccc(Cl)c2)n1 (centres undefined)	-2	-0.7	/	-0.5	-5	-0.3	6	3	-1	0.3	1.1
Clc1ccc(-c2nc3ccccc3[nH]2)cn1	2	1.9	0.2	-1.3	3	2.2	-154	-1	11	1.1	1.7
O=C(CNCc1cccc(Cl)c1)N1CCc2ccccc2C1	0	-0.4	1.0	-1.0	5	0.1	3	-4	-2	0.1	3.8
COc1cc(/C=N/NC(=O)c2cncc(Br)c2)cc([N+](=O)[O-])c1O	-1	-1.3	-0.5	-0.9	-3	1.5	-8	10	0	1.2	-0.2
CN=C(Nc1cc(C)nn1CCC#N)c1ccccc1F	4	-0.7	1.1	-0.7	6	-0.5	10	-2	4	0.4	-1.5
COc1ccc(/C(O)=C2/C(=O)C(=O)N(CCCN(C)C)C2c2cccc(Cl)c2)cc1OC (centres undefined)	1	0.3	1.1	-0.6	-3	2.0	7	11	2	0.7	0.9
O=C(CN1CCCN(S(=O)(=O)c2ccc(Br)s2)CC1)Nc1ccc(Cl)cc1	2	-2.4	0.0	-1.6	-4	-1.4	20*	-7	0	-2.1	-1.4
N#CC(C#N)=C(Nc1ccc(F)cc1)SCc1cccc(Br)c1	8	-5.4	-4.0	-2.8	-10	-7.8	18	-88	-1	-4.1	-12
COc1ccccc1Nc1nnc(SCC2CCCCO2)s1 (centres undefined)	-1	6.0*	-1.3	0.3	-1	-1.3	-5	8	2	5.7*	11*
CNC(=O)c1c(NC(=O)c2ccc(N3C(=O)CCC3=O)cc2)sc2c1CCC(C)C2 (centres undefined)	14	0.0	0.2	-1.2	-3	0.3	-10	7	5	-0.7	-2.0
CCN(C(=O)c1ccccc1)c1ccc([N+](=O)[O-])cc1	-1	-2.0	-0.4	-1.3	0	0.6	10	-3	0	-0.9	0.7
CCC(=O)Nc1sc2c(c1C#N)CCC2	-3	2.7	-0.7	-0.8	0	-0.1	-4	0	-1	-0.1	5.8
O=C(CN1CCN(c2ccc(O)cc2)CC1)Nc1cc([N+](=O)[O-])ccc1Cl	-3	-1.3	-1.4	-0.6	0	1.4	-8	0	-2	-0.1	-1.1
COc1ccc(OCc2cc(C(=O)NCCc3ccccc3)no2)c(Cl)c1	-1	0.3	-0.3	-1.5	-2	-5.1	8	-12	2	-1.2	3.4
COc1ccccc1N(C(=O)c1cncc(Br)c1)c1nc(-c2ccc(C)cc2)cs1	-5	2.8	-0.8	-1.3	0	-0.3	4	4	5	1.1	-2.3

The closing three compounds of the section before come first, to join the parts.
SMILES	GC-A act	hcDAF-12 act	DAX1 inh-1	ssDAF-12 act	SMARCA2 act	FXN GAA850 act	ADAM10 inh	HGIII-sPLA2 inh	GC-B act	DAX1 inh-2	hgDAF12 agonist
O=C(CN1CCN(c2ccc(O)cc2)CC1)Nc1cc([N+](=O)[O-])ccc1Cl	-3	-1.3	-1.4	-0.6	0	1.4	-8	0	-2	-0.1	-1.1
COc1ccc(OCc2cc(C(=O)NCCc3ccccc3)no2)c(Cl)c1	-1	0.3	-0.3	-1.5	-2	-5.1	8	-12	2	-1.2	3.4
COc1ccccc1N(C(=O)c1cncc(Br)c1)c1nc(-c2ccc(C)cc2)cs1	-5	2.8	-0.8	-1.3	0	-0.3	4	4	5	1.1	-2.3
c1coc(-c2nnc(NC3=NCCC3)o2)c1	4	1.9	3.9	-0.6	8.8*	1.5	-5	5	0	1.3	7.6
COc1cc(OC)c2c(c1)C(=O)c1cc(OC)cc(OC)c1C2=O	-13	0.2	0.6	-0.9	-2	3.2	-7	7	7	0.2	1.4
O=S(=O)(c1ccc2nc(-c3ccccc3)[nH]c2c1)N1CCN(c2cccc(Cl)c2)CC1	-9	-0.4	-1.5	-1.3	0	-1.4	2	-8	-3	-0.7	-0.8
CCOC(=O)N1CCN(C(=O)CCS(=O)(=O)c2ccc3c(c2)CCN3C(=O)CC)CC1	5	0.1	0.5	-0.8	-2	0.1	-2	2	-3	0.4	-0.8
Cc1nc2scc(-c3cccs3)c2c(=O)n1-n1cccc1	1	1.3	-0.7	-1.3	0	-2.5	-21	-5	-24	0.1	-0.6
COc1ccccc1CNC(=O)C(CCSC)NC(=O)C1CCC(C)CC1 (centres undefined)	-3	-2.5	1.8	-0.4	-3	-1.9	-2	9	0	0.1	-1.2
COc1ccc(CCN2C(=NC(=O)C(C)C)SC3CS(=O)(=O)CC32)cc1 (centres undefined)	0	-0.3	0.3	-2.0	-4	0.4	3	-3	-3	-0.1	-0.4
COc1ccc(CNC(=O)C(C)Sc2nc3ccccc3c(=O)n2CC2CCCO2)cc1 (centres undefined)	-3	-0.7	0.4	-1.6	1	0.2	-2	2	1	-0.9	-3.4
Cn1c(=O)c2[nH]c(-c3ccc(S(=O)(=O)O)cc3)nc2n(C)c1=O	4	-0.1	-1.0	-1.2	0	-1.1	i	-4	1	0.6	4.3
O=C(CSc1nnc(-c2ccc(Cl)cc2)n1Cc1ccco1)c1cccs1	0	3.9	-0.3	0.5	1	0.8	2	-5	-1	-0.1	1.7
O=C(CCC(=O)c1ccc(Cl)cc1)OCc1nc2ccsc2c(=O)[nH]1	4	0.1	1.0	-1.1	-3	0.0	-2	-2	-1	1.4	-1.6
CN1CCN(c2ccccc2NC(=O)c2cccs2)CC1	1	0.4	-0.4	-0.6	-1	-1.2	-6	-2	-1	-1.7	1.9
O=C(Cc1ccccc1)N/N=C/c1cccs1	10	-1.2	0.1	-1.5	0	-0.8	1	5	7	0.4	3.3
CCOc1cc(/C=N/NC(=O)Cn2nc([N+](=O)[O-])cc2C)cc(Br)c1OCc1ccccc1F	1	-1.7	-0.2	-0.2	-1	2.1	4	5	3	-0.7	-0.5
Cc1ccc(-c2ccc(SCC(=O)NC3CCCC3)nn2)cc1	5	-0.2	0.7	-1.2	-1	4.0	-5	6	-7	1.0	-0.1
O=C(COc1ccc(Cl)cc1)N(Cc1ccccc1)c1nc(-c2ccccc2)cs1	0	0.1	1.1	-1.0	-3	-0.3	-5	4	-5	-0.1	3.1
O=C(NC(=O)N1CCCCC1)c1ccccc1	0	0.6	0.8	0.2	-2	0.3	-6	7	3	0.2	-1.1
COc1ccccc1-c1c(-c2ccc(O)cc2O)n[nH]c1C(F)(F)F	0	-2.6	-3.2	-1.8	-8	-0.2	-2	-10	3	-2.0	-1.6
O=C(O)/C=C/C(=O)c1ccc2c(c1)NC(=O)CO2	0	-1.1	0.8	-1.3	0	0.2	-5	-1	-1	-0.7	-2.2
CC(C)C[C@@H](CN=[N+]=[N-])N1CCN(C)CCC1=O	-2	-0.6	2.5	-1.4	0	0.5	-7	1	-3	0.1	-1.7
O=C(Nc1ccc(O)cc1)C1CCCO1 (centres undefined)	1	0.2	-0.2	-1.4	-3	3.5	-6	-5	4	0.3	1.3
COc1ccc(NC2=C(NC(C)=O)C(=O)c3ccccc3C2=O)cc1	-9	-0.8	-0.6	-0.7	-1	-1.0	0	8	-3	-0.9	-0.1
O=C(O)CCC(=O)Nc1ccc(NC(=O)c2ccc(Cl)cc2Cl)c(Cl)c1	3	-3.3	0.0	-1.9	-7	-3.4	11	8	0	-0.7	-9.6
CC(=O)c1ccc(N2CCN(C(=O)COc3ccc(F)cc3)CC2)c(F)c1	-1	-2.4	-0.8	-1.1	-3	2.5	-1	-1	-1	-0.7	0.6

Assay outcomes from PubChem.
